ADAM17 inh: ADAM17 inhibitors, primary screen, biochemical, QFRET; Disintegrin and metalloproteinase domain-containing protein 17 (Homo sapiens), P78536; inhibition, % at 6.95 µM; recombinant ADAM17, EDANS/DABCYL FRET peptide cleavage; 370,000 tested, 0.83% active;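 active = inhibition above the mean of compounds lying between control limits plus 3 SD, set per campaign, cut at about 8.5% in these data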;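 also: 0% = DMSO-only wells as the low control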
Target sequence (P78536 215-824 limits assumed): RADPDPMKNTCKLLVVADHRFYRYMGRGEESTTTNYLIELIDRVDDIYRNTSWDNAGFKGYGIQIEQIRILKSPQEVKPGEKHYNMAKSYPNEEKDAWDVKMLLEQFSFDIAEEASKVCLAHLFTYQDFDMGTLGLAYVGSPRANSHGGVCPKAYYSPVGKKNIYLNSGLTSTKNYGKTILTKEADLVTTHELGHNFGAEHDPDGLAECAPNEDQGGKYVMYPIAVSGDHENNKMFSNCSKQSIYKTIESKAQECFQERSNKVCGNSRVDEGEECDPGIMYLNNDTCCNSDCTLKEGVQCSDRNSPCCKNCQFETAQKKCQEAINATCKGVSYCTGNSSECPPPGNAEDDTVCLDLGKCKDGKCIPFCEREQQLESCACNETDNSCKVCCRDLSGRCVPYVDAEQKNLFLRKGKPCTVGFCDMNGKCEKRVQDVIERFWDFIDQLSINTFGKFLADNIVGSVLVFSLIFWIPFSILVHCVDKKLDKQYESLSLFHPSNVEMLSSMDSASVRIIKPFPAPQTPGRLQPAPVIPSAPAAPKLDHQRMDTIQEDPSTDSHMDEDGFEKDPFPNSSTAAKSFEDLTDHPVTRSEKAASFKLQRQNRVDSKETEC
DAX1 inh-1: DAX1 (NR0B1) inhibitors, primary screen, cell-based, HEK293, Gal4-DAX1, luciferase luminescence. Nuclear receptor subfamily 0 group B member 1 (Homo sapiens), P51843. HEK293 Gal4-DAX1 luciferase reporter. inhibition, % at 6.75 µM. 340,000 tested, 0.99% active. AID 504766, 2011;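 active = inhibition above the mean over all tested compounds plus 3 SD, cut at about 4.2% in these data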;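 also: 0% = DAX1-transfected cells with DMSO and 100% = empty-vector control cells with DMSO; inhibition shows as a rise in luminescence from relieved DAX1 repression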
Target sequence (P51843 207-470 limits assumed): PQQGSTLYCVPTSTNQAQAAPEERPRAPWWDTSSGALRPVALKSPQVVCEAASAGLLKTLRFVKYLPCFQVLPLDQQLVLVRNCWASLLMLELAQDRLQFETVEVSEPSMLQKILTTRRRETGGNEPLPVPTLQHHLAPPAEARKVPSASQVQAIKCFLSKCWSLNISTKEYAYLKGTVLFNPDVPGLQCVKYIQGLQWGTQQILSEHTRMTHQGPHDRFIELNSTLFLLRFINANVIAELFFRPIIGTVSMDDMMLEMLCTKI
GAA850 FXN act: FXN promoter activators, primary screen, cell-based, luciferase luminescence, HEK293 lucGAA850; AID 540364, 2011; HEK293 lucGAA850 FXN promoter luciferase reporter, 24 h; percent of 10 µM SAHA response; activation, % at 6 µM; 360,000 tested, 0.56% active;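 active = activation above the average of all compounds screened plus 3 SD, cutoff fixed separately per campaign, cut at about 7.5% in these data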;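 also: 0% = DMSO wells and 100% = 10 µM SAHA wells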
PLC-beta3 inh: human PLC-beta3 inhibitors, primary screen, biochemical, fluorescence | 1-phosphatidylinositol 4,5-bisphosphate phosphodiesterase beta-3 (Homo sapiens), Q01970 | Purified PLC-beta3, fluorogenic substrate | inhibition, % at 12.2 µM | 370,000 tested, 0.18% active; in the data active = inhibition above about 11%;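 also: 0% = median of compound wells on plate and 100% = full blocker control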
ADAM10 inh: human ADAM10 inhibitors, primary screen, biochemical, QFRET, HTS. Disintegrin and metalloproteinase domain-containing protein 10 (Homo sapiens), O14672. inhibition, % at 7 µM. AID 720582, 2013. recombinant ADAM10, EDANS/DABCYL FRET peptide cleavage, 3 h. 370,000 tested, 0.62% active;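 active = inhibition above a per-campaign cutoff equal to the mean of compounds falling between control-based bounds plus 3 SD, cut at about 20% in these data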;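 also: 0% = DMSO wells while the 100% control is not disclosed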
HGIII-sPLA2 inh: human group III sPLA2 inhibitors, primary screen, biochemical, QFRET, BODIPY PC-A2 liposome substrate; inhibition, % at 12.2 µM; QFRET BODIPY PC-A2 liposome hydrolysis, fluorescence; 370,000 tested, 0.56% active;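 active = inhibition above mean plus 3 SD of compounds lying within the high and low control bounds, cut at about 19% in these data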;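 also: 0% = median of test compound wells and 100% = no enzyme DMSO wells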
PLCg1 inh: PLC-gamma1 enzyme inhibitors, primary screen, biochemical, fluorescence, purified enzyme. 1-phosphatidylinositol 4,5-bisphosphate phosphodiesterase gamma-1 (Homo sapiens), P19174. fluorogenic substrate. inhibition, % at 12.2 µM. 370,000 tested, 0.84% active; in the data active = inhibition above about 9.5%
ssDAF12 agonist: S. stercoralis DAF-12 nuclear receptor activators, primary screen, cell-based, luminescence, HEK293, GRIP1 co-expression, lit1-tk-luc | Nuclear hormone receptor DAF-12 (Strongyloides stercoralis) | HEK293 ssDAF-12/GRIP1 lit1-tk-luc reporter; % of 3 µM dafachronic acid response | activation, % at 6.8 µM | 370,000 tested, 1% active;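 active = activation above the mean over all tested compounds plus 3 SD, cut at about 0.9% in these data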;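 also: 0% = DMSO-only wells and 100% = 3 µM delta7-dafachronic acid wells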
DAX1 inh-2: DAX1 (NR0B1) inhibitors on StAR promoter, primary screen, cell-based, luminescence, SF-1 (NR5A1), full-length DAX-1. HEK293T StAR-luciferase reporter, SF-1/DAX-1 repression relief. inhibition, % at 6.8 µM. 370,000 tested, 1.1% active. AID 652010, 2013;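 active = inhibition above the mean over all tested compounds plus 3 SD, cut at about 3.6% in these data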;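 also: 0% = DAX-1 cells with DMSO and 100% = cells lacking DAX-1 with DMSO; higher inhibition means more luminescence from relief of DAX-1 repression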
hgDAF12 agonist: H. glycines DAF-12 receptor agonists, primary screen, cell-based, luminescence, HEK293, GAL4 fusion, UAS-luciferase; AID 687014, 2013; activation, % at 6.8 µM; HEK293 GAL4-hgDAF12 UAS-luciferase reporter, agonist luminescence; normalized to butyrate control; Nuclear hormone receptor DAF-12 (Heterodera glycines), GAL4 fusion; 370,000 tested, 1.8% active;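 active = activation above a cutoff set at the mean of all screened compounds plus 3 SD, cut at about 10% in these data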;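 also: 0% = DMSO wells and 100% = sodium butyrate wells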
hcDAF12 agonist: H. contortus DAF-12 nuclear receptor activators, primary screen, cell-based, luminescence, HEK293, lit1-tk-luc reporter | 370,000 tested, 1.4% active | activation, % at 6.8 µM | HEK293 hcDAF-12 lit1-tk-luc reporter; 0% DMSO, 100% Δ7-dafachronic acid;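 active = activation above the mean of all tested compounds plus 3 SD, cut at about 5.5% in these data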;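 also: 100% = response to 3 µM Δ7-dafachronic acid high control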
Numbers without * were called inactive; nt = not tested or not shown.

1) CCOC(=O)C1=C(C)N=C2c3ccccc3C(=O)C2C1c1ccc(C)cc1 (stereo unspecified)
2) CCCS(=O)(=O)NC(=O)C1(C)CCCN(C(=O)c2ccc3ccccc3n2)C1 (stereo unspecified)
3) O=C(COc1cccnc1[N+](=O)[O-])Nc1ccc(N2CCOCC2)cc1
4) COc1ccc(CC(=O)Nc2ccc(N3CCCC3)c(C)c2)cc1
5) CN(C)c1ccc(C(=O)NCCc2ccccc2-c2ccccc2CCC(=O)NCc2ccccc2)cc1
6) CCOC(=O)N1CCN(C(=O)C[C@@H]2C[C@@]3(C(=O)OC)CC(C)(C)CC=C3N(CCc3ccc(OC)c(OC)c3)C2=O)CC1
7) Nn1c(SCC(=O)Nc2ccccc2F)nnc1-c1cccnc1
8) O=C(c1ccc(S(=O)(=O)N2CCCCC2)cc1)N1CCc2ccccc2C1
compound no.	1	2	3	4	5	6	7	8
ADAM17 inh	0	0	0	4	-1	2	-4	-3
DAX1 inh-1	-0.5	nt	2.7	-0.8	nt	nt	-0.4	-1.3
GAA850 FXN act	-1.2	2.0	0.7	-0.7	nt	nt	0.0	0.9
PLC-beta3 inh	3	3	4	-43	4	6	-8	4
ADAM10 inh	13	-15	1	11	-1	3	-4	-1
HGIII-sPLA2 inh	6	0	0	7	3	-6	-1	-4
PLCg1 inh	1	4	0	-24	0	2	-8	1
ssDAF12 agonist	-0.8	-0.7	-2.2	-1.2	-1.6	-1.5	-1.1	-1.2
DAX1 inh-2	-0.1	-1.2	-0.4	0.1	0.5	-0.4	-0.2	0.0
hgDAF12 agonist	-1.8	5.0	-0.3	1.6	1.5	-1.0	0.6	-1.0
hcDAF12 agonist	-0.9	1.5	0.0	-1.6	-1.6	-1.0	-1.1	-1.8

Next part (four carried over from the part before).
5) CN(C)c1ccc(C(=O)NCCc2ccccc2-c2ccccc2CCC(=O)NCc2ccccc2)cc1
6) CCOC(=O)N1CCN(C(=O)C[C@@H]2C[C@@]3(C(=O)OC)CC(C)(C)CC=C3N(CCc3ccc(OC)c(OC)c3)C2=O)CC1
7) Nn1c(SCC(=O)Nc2ccccc2F)nnc1-c1cccnc1
8) O=C(c1ccc(S(=O)(=O)N2CCCCC2)cc1)N1CCc2ccccc2C1
9) CCOC(O)[C@H]1N[C@@H](c2ccc(Cl)cc2)[C@@H]([N+](=O)[O-])[C@@H]1c1ccccc1 (stereo partly specified)
10) CN(C)/C=N/C(=S)Nc1ccc(Cl)cc1
11) CCS(=O)(=O)c1nc(S(=O)(=O)c2ccc(Cl)cc2)c(N2CCN(C)CC2)s1
12) O=C(N[C@@H](Cc1c[nH]c2ccccc12)C(=O)O)C1CCN(S(=O)(=O)c2ccc(Cl)cc2)CC1
13) COc1ccc(NC(=O)C(CC(C)C)NC(=O)C2CCC(C)CC2)c(OC)c1 (stereo unspecified)
14) CCN(CC)S(=O)(=O)c1ccc(N2CCOCC2)c(NC(=O)c2cccc3ccccc23)c1
15) O=C(Nc1ccc(N2CCOCC2)cc1N1CCOCC1)c1cccc([N+](=O)[O-])c1
16) CCOc1ccc2[nH]c3c(NCCN(C)C)ncnc3c2c1
compound no.	5	6	7	8	9	10	11	12	13	14	15	16
ADAM17 inh	-1	2	-4	-3	3	-4	1	-2	-3	0	-2	-34
DAX1 inh-1	nt	nt	-0.4	-1.3	0.2	1.8	0.5	-0.3	0.3	-2.1	0.4	4.1
GAA850 FXN act	nt	nt	0.0	0.9	3.5	1.8	0.2	0.9	2.1	-2.2	0.5	-0.5
PLC-beta3 inh	4	6	-8	4	1	1	-6	-9	-6	4	-7	-132
ADAM10 inh	-1	3	-4	-1	1	0	-5	-8	-12	1	-14	-87
HGIII-sPLA2 inh	3	-6	-1	-4	-8	7	8	-93	7	-3	3	2
PLCg1 inh	0	2	-8	1	0	0	2	-5	2	2	-2	-80
ssDAF12 agonist	-1.6	-1.5	-1.1	-1.2	-0.6	-0.9	-1.1	-0.2	-1.7	-1.6	-1.2	-1.2
DAX1 inh-2	0.5	-0.4	-0.2	0.0	0.1	0.9	0.0	0.1	0.1	-1.7	-0.3	0.5
hgDAF12 agonist	1.5	-1.0	0.6	-1.0	3.9	14*	-0.7	0.4	-1.7	2.7	1.1	2.1
hcDAF12 agonist	-1.6	-1.0	-1.1	-1.8	1.0	0.8	0.1	4.0	0.1	-2.8	-1.9	0.0

17) O=C(NC(=S)NC1C2CC3CC(C2)CC1C3)c1ccccc1 (stereo unspecified)
18) O=C(NCC1OCCc2ccccc21)c1ccc(NC(=O)c2ccccc2Cl)cc1 (stereo unspecified)
19) Cc1c(C(=O)NCCS(=O)(=O)N2CCN(c3ccccc3F)CC2)cccc1[N+](=O)[O-]
20) O=C(COc1cc(Cl)ccc1Cl)N1CCNC1=O
21) C[C@H]1CCC/C=C/[C@@H]2C[C@H](O)C[C@H]2[C@H](O)[C@H](S(=O)c2ccc(O)cc2)CC(=O)O1 (stereo partly specified)
22) C#CCNc1c2c(nc3ncnn13)CC(C)CC2 (stereo unspecified)
23) O=C(c1ccc(F)cc1)N1CCC2(CC1)NCCc1[nH]cnc12
24) CCN(C(=O)CN1C(=O)NC2(CCC(C)CC2)C1=O)C1CCCCC1 (stereo unspecified)
compound no.	17	18	19	20	21	22	23	24
ADAM17 inh	-2	-2	-3	-6	-3	-1	-2	-3
DAX1 inh-1	-0.5	-1.8	-0.3	3.1	-3.1	-1.9	1.1	2.3
GAA850 FXN act	2.7	0.2	-0.9	1.2	-9.8	0.9	-0.8	1.0
PLC-beta3 inh	-3	-5	-8	-9	-7	-3	-5	-1
ADAM10 inh	6	-2	-5	-4	-8	-2	-6	-5
HGIII-sPLA2 inh	4	13	6	1	-8	0	0	11
PLCg1 inh	4	0	0	-2	4	2	2	-1
ssDAF12 agonist	-0.9	-2.1	-0.4	-0.9	-2.2	-1.0	-0.4	-1.1
DAX1 inh-2	-0.7	-1.4	-0.4	0.3	6.3*	0.4	-0.1	1.1
hgDAF12 agonist	1.6	-2.1	2.6	0.8	-8.0	-4.2	0.4	0.8
hcDAF12 agonist	1.8	-4.2	-2.5	-1.8	-2.4	0.0	-0.9	-2.2

25) Cc1[nH]n(C(N)=S)c(=O)c1N=Nc1ccc(S(=O)(=O)N2CCCC2)cc1
26) O=C(c1cccs1)N1CCCC(c2nc3c(nnn3Cc3cccc(Cl)c3)c(=O)[nH]2)C1 (stereo unspecified)
27) N#CCC(=O)Nc1ccc(C(=O)OCC(=O)NC2CCCCCC2)cc1
28) COc1ccccc1C1C(C#N)=C(N)N(N(C)C)C2=C1C(=O)CC(C)(C)C2 (stereo unspecified)
29) CCOC(=O)c1sc(NC(=O)C(CC)OC(=O)c2ccco2)nc1C (stereo unspecified)
30) CN(C)/N=C/c1ccc(/C=N/NC(N)=S)o1
31) O=C(CNc1ccccc1)Nc1ccc(F)cc1
32) O=C(N/C(=C/c1ccc(Cl)cc1)C(=O)N1CCOCC1)c1ccccc1
compound no.	25	26	27	28	29	30	31	32
ADAM17 inh	0	2	-4	-3	1	-4	2	-3
DAX1 inh-1	1.9	1.9	-0.4	0.9	-0.9	0.8	1.8	0.4
GAA850 FXN act	1.3	0.1	-0.9	1.4	-0.7	0.6	4.9	1.9
PLC-beta3 inh	4	-6	-12	-19	-3	-76	3	-6
ADAM10 inh	6	6	-22	-5	5	-13	-18	-45
HGIII-sPLA2 inh	-3	-25	-53	11	-7	5	-5	3
PLCg1 inh	4	1	-1	-33	4	-57	2	0
ssDAF12 agonist	-0.5	-1.1	-1.0	-1.1	-0.9	-1.7	0.9*	-0.8
DAX1 inh-2	0.3	-0.1	1.6	-0.1	-0.2	-1.1	3.3	-1.6
hgDAF12 agonist	2.7	-1.0	-1.3	0.6	0.1	1.1	11*	-0.1
hcDAF12 agonist	-1.4	-2.5	-1.3	-2.1	-1.4	-1.2	4.9	0.4

33) CCOC(=O)c1cc(C)sc1/N=C/C1C(=O)CC(C)(C)CC1=O
34) O=C(NCc1ccccn1)c1c(-c2ccccc2)sc2ccccc12
35) Cc1ccc(N(CC(=O)NC(C)(C)C)C(=O)CNC(=O)c2cccs2)cc1C
36) O=C(c1ccccc1F)N(Cc1cccs1)C1CCS(=O)(=O)C1 (stereo unspecified)
compound no.	33	34	35	36
ADAM17 inh	2	-1	-5	-3
DAX1 inh-1	-0.3	0.3	0.5	-0.2
GAA850 FXN act	0.4	0.1	2.2	3.6
PLC-beta3 inh	-4	-3	-4	-5
ADAM10 inh	-4	-1	-2	4
HGIII-sPLA2 inh	5	-4	0	2
PLCg1 inh	-2	0	-1	-2
ssDAF12 agonist	-1.3	-1.3	-1.2	-1.6
DAX1 inh-2	0.4	-0.1	1.2	-0.3
hgDAF12 agonist	3.1	-1.2	-1.5	3.3
hcDAF12 agonist	-1.5	-1.9	-1.1	-0.3

Compound activity from PubChem BioAssay.
